From PubChem
LGR2 inh: inhibitors of bursicon-induced Drosophila LGR2 receptor cAMP signaling. HEK293 LGR2, CRE-luciferase, bursicon-stimulated, 4 h. inhibition, % at 9.99 µM. 380,000 compounds, 0.35% hits;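 active = drop in luminescence signal, shown as inhibition above about 50% in the replicate tests, limit read from the data, passing the limit was not always enough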;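 also: agonist challenge used bursicon conditioned medium at about half maximal strength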
ERAP1 HTS inh: blocks human ERAP1 aminopeptidase activity; Q9NZ08; recombinant ERAP1, Leu-AMC fluorescence, 60 min; inhibition, % at 10.7 µM; 340,000 compounds, 0.15% hits; AID 652197;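 active = mean replicate inhibition of at least 30%, or all replicates individually reaching that 30% level; inactive = mean below 30% and not every replicate reaching it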;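 also: 0% = neutral control wells and 100% = L-leucinethiol positive control wells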
Target sequence (Q9NZ08 whole entry, looked up): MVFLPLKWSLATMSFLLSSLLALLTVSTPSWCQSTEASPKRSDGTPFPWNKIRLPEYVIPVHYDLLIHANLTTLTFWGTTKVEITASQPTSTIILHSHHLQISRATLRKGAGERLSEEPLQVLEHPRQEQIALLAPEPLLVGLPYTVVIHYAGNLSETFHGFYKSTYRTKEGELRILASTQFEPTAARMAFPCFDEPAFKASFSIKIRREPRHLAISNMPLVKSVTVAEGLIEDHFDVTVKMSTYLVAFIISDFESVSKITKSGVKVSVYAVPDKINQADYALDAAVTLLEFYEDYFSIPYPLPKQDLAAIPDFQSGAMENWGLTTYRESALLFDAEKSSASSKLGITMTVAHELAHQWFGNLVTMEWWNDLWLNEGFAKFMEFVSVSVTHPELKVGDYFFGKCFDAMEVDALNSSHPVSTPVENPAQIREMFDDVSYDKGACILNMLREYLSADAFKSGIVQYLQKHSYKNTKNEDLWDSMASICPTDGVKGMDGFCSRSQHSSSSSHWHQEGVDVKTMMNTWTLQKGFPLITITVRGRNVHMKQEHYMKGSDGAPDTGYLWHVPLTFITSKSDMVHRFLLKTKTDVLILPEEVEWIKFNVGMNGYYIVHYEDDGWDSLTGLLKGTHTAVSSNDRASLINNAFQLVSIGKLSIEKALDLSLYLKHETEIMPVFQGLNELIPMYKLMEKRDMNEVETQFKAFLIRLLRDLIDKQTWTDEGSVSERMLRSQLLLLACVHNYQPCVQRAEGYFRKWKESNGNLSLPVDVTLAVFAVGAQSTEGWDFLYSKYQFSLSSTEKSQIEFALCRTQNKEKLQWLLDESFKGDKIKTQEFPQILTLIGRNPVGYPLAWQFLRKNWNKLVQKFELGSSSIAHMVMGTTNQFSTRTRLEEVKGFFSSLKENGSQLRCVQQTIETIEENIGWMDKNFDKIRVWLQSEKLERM
S100A4 MyoIIA: blocks human S100A4 binding to myosin IIA peptide; P26447; S100A4/TAMRA-MyoIIA peptide fluorescence polarization; inhibition, % at 10.7 µM; 360,000 compounds, 0.14% hits; AID 652163;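 active = mean inhibition of at least 70% across replicates, with every replicate also reaching that level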
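Material: S100A4 monomer protein / Buffer or medium: 50 mM HEPES pH 7.2, 10 mM CaCl2, 100 mM KCl / Times: 5 min incubation before reading / Benchmarks: neutral control DMSO, positive control TFP / Reagent: labelled myosin peptide probe, 5 nM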
XiGFP reactiv: reactivates the inactive X chromosome in mouse fibroblasts | XiGFP mouse fibroblasts, % GFP-positive cells imaging, 3 d; cells co-treated with 5-aza-dC sensitizer; scaled so ellipticine positive control = 100% | activation, % at 7.58 µM | 360,000 compounds, 0.055% hits | AID 743238;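 active = mean normalized replicate activation at least 10% and every replicate at or above 10%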;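 also: 0% = median of on-plate neutral control wells and 100% = ellipticine 6 µM median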
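Assay system – SV40-immortalized XiGFP fibroblast cells, line 68-5-11 · Buffer or medium – DMEM supplemented with 5-aza-dC as sensitizing agent · Dosing – one concentration, pinned · Benchmarks – positive control ellipticine, 6 µM final · Times – 3 days compound exposure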
Cneo AK release: causes C. neoformans cell lysis. adenylate kinase release luminescence, 4 h; normalised: neutral wells 0, clomiphene wells 100. lysis activity, % at 15 µM. 360,000 compounds, 0.2% hits;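 active = mean lysis activity across replicates of at least 80%, whatever share of replicates individually reach that level; inactive = mean lysis activity below 80%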
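Assay system: Cryptococcus neoformans yeast cells / Dosing: single-point compound dose / Timing: 4 h at 37 °C static, read 1 h later / Measured by: luminescence of released adenylate kinase using an AK detection reagent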
PGC1a acetyl inh: PGC1a acetylation modulation, inhibitor mode. inhibition, % at 15.6 µM. 350,000 compounds, 0.17% hits. U2OS PGC1a acetylation, AlphaScreen anti-acetyl-lysine; with virally co-expressed GCN5 acetyltransferase;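 active = every replicate shows inhibition of at least 40%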;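 also: 0% = neutral control wells and 100% = positive control wells; some results beyond the cut were filed as inactive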
C2C12 statin: protects C2C12 myotubes from simvastatin toxicity; ATP luminescence, 48 h; scaled: DMSO 0, geranylgeraniol control 100; rescue of ATP level, % at 7.49 µM; 330,000 compounds, 0.78% hits;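 active = mean ATP rescue above about 67%, or every replicate alone reaching that limit, limit read from the data, passing the limit was not always enough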;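 also: myotubes were challenged with 10 µM simvastatin during compound exposure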
SIRT5 block: inhibitors of human sirtuin-5 desuccinylase | Q9NXA8 | Purified SirT5, succinyl-peptide AMC, trypsin-coupled fluorescence | inhibition, % at 15 µM | 330,000 compounds, 1.1% hits | AID 652115; in the data active = inhibition above about 15%
* hit, by the source's call; . = not tested or not shown. An excerpt; rates above refer to the full screens.

cpd | molecule | XiGFP reactiv | LGR2 inh | PGC1a acetyl inh | C2C12 statin
1 | CCCc1c(NC(=O)Nc2ccc(F)cc2)cnn1-c1ccccc1 | 0.0 | -19.2 | . | .
2 | CCCC#Cc1ccc([C@H]2[C@H](CO)N3CCCCN(C(=O)NC4CCCC4)C[C@@H]23)cc1 | -0.1 | -7.6 | -7.2 | -106.3
3 | Cc1ccc(C(=O)Oc2ccc(Br)cc2C(=S)N2CCOCC2)cc1 | 0.3 | -3.5 | -5.6 | 3.2
4 | C/C=C/c1ccc([C@@H]2[C@@H](CO)N(C(=O)CC)[C@H]2CNC(=O)c2ccncc2)cc1 | 0.6 | 8.2 | -1.6 | -8.5
5 | O=C(CN1CCOCC1)NCC[C@H]1CC[C@H](NS(=O)(=O)c2ccc(Cl)cc2)[C@H](CO)O1 | 0.2 | 5.0 | 8.4 | 0.6
6 | CC(Sc1nc(-c2ccccc2)cc(C(F)(F)F)n1)C(=O)Nc1sc2c(c1C#N)CCC2 (configuration not stated) | . | -1.7 | -12.6 | .
7 | O=C(c1ccc(S(=O)(=O)c2ccccc2Cl)c([N+](=O)[O-])c1)N1CCN(Cc2ccccc2)CC1 | -0.1 | 21.3 | . | .
8 | Cc1ccccc1-c1csc(C(C)(O)c2ccccc2)n1 (configuration not stated) | -0.1 | . | -1.6 | 12.6
9 | OC(Cn1nnc2ccccc21)Cn1c(C(F)(F)F)nc2ccccc21 (configuration not stated) | . | -26.1 | -2.8 | 6.2
10 | CC(NC(=O)C(c1ccccc1)c1ccccc1)C(=O)O (configuration not stated) | . | -9.4 | 32.2 | 8.8

cpd | SIRT5 block | Cneo AK release | S100A4 MyoIIA | ERAP1 HTS inh
1 | 5.2 | . | -1.6 | 0.8
2 | . | 3.7 | 3.8 | -0.3
3 | 6.7 | 0.3 | -2.2 | -2.9
4 | . | -1.4 | . | .
5 | -4.4 | -2.1 | 11.3 | -1.2
6 | 0.6 | . | 2.4 | 0.9
7 | -0.4 | . | -3.8 | 2.7
8 | -0.2 | 2.7 | -6.8 | -1.7
9 | . | 2.0 | . | .
10 | -0.9 | 1.2 | -0.6 | 0.8

The final 2 compounds of the part before come first, to join the parts.
cpd | molecule | XiGFP reactiv | LGR2 inh | PGC1a acetyl inh | C2C12 statin
9 | OC(Cn1nnc2ccccc21)Cn1c(C(F)(F)F)nc2ccccc21 (configuration not stated) | . | -26.1 | -2.8 | 6.2
10 | CC(NC(=O)C(c1ccccc1)c1ccccc1)C(=O)O (configuration not stated) | . | -9.4 | 32.2 | 8.8
11 | COc1cc(OC)c(-c2nc3cnccc3n2C)cc1OC | . | 6.0 | -2.1 | -11.0
12 | COc1ccc(COC(=O)C2CCN(S(=O)(=O)c3ccc(F)cc3)CC2)cc1 | -0.1 | -8.3 | . | -2.5
13 | C[C@H]1CN([C@@H](C)CO)S(=O)(=O)c2ccc(-c3cccnc3)cc2O[C@@H]1CN(C)C(=O)C1CCCCC1 | -0.5 | -13.4 | -1.4 | -13.9
14 | CCN1C(=S)N[C@@H](c2cccs2)C(C(=O)OC)=C1C | 0.2 | 4.7 | . | 19.1
15 | CC(C)CC#Cc1cnc2c(c1)C(=O)N([C@H](C)CO)C[C@@H](C)[C@@H](CN(C)C(=O)Nc1cccc(F)c1)O2 | -0.1 | 13.6 | 5.1 | 49.9
16 | Cc1ncc(COCc2ccccc2)c(CO)c1OCc1ccccc1 | 0.1 | -18.7 | . | .
17 | Cc1noc(C)c1S(=O)(=O)N(C)C[C@H]1Oc2ccc(NC(=O)CCCN(C)C)cc2CC(=O)N([C@H](C)CO)C[C@@H]1C | 0.0 | -24.5 | -3.5 | 26.1
18 | Cc1ccc(S(=O)(=O)Nc2nc3ccccc3nc2NCC2CCCO2)cc1 (configuration not stated) | -0.2 | -5.1 | 2.5 | 13.4
19 | COc1cccc(CN(C)C(=O)C2CCC(=O)N(Cc3cccc(F)c3)C2)c1 (configuration not stated) | 0.0 | -2.0 | . | 2.3
20 | CC(C)NC(=O)CSc1nnc(-c2ccc(F)cc2)c2ccccc12 | 0.2 | 15.5 | . | .

cpd | SIRT5 block | Cneo AK release | S100A4 MyoIIA | ERAP1 HTS inh
9 | . | 2.0 | . | .
10 | -0.9 | 1.2 | -0.6 | 0.8
11 | . | 1.5 | -9.1 | .
12 | -4.4 | . | 3.3 | 1.3
13 | -1.2 | -0.4 | -4.8 | 0.2
14 | . | 35.9 | -0.2 | -0.3
15 | 2.0 | -10.5 | 11.2 | 0.0
16 | . | . | -2.0 | 0.6
17 | -1.0 | 0.5 | -12.8 | -0.1
18 | -1.4 | -2.9 | -48.6 | -8.2
19 | 4.0 | 1.2 | 8.1 | 0.0
20 | -1.5 | . | 1.9 | -0.2

(further entries)
cpd | molecule | XiGFP reactiv | LGR2 inh | PGC1a acetyl inh | C2C12 statin
21 | Cc1cn(CCOc2ccc(Cl)cc2)c(=O)[nH]c1=O | -0.1 | -5.8 | 9.7 | 16.2
22 | NC(=O)C1(N2CCCCC2)CCN(C2CC(=O)NC2=O)CC1 (configuration not stated) | . | 4.3 | -0.8 | 0.6
23 | COc1cccc(NC(=O)C[C@@H]2CC[C@@H]3[C@@H](COc4ccc(NC(=O)c5ccccc5F)cc4C(=O)N3C)O2)c1 | 0.0 | 27.2 | 0.2 | 6.4
24 | O=C(Nc1ccc(C(F)(F)F)cc1)N[C@H]1C=C[C@H](CC(=O)N2CCCCC2)O[C@@H]1CO | 0.4 | 14.3 | -0.5 | -7.5
25 | C[C@@H]1CN([C@@H](C)CO)C(=O)c2cc(Br)cnc2O[C@H]1CN(C)C(=O)C1CCC1 | -0.1 | 4.2 | -0.8 | 6.6
26 | NCCCCCc1cn([C@@H](CCC(=O)O)C(=O)NCCCCCCCCCCC(=O)N2CCNCC2)nn1 | -0.1 | -20.4 | 22.1 | -7.6
27 | CC1CCN(Cc2nc(Cl)c3c4c(sc3n2)CCC4)CC1 | 0.4 | -8.5 | . | .
28 | CNc1nc2c(Cl)cc(Cl)cc2s1 | 0.4 | -18.0 | . | .
29 | C[C@H](CO)N1C[C@H](C)[C@@H](CN(C)S(=O)(=O)c2ccc(Cl)cc2)Oc2c(NS(=O)(=O)c3cccs3)cccc2C1=O | -0.2 | -20.4 | 11.2 | 7.8
30 | COCCOC1CCN(C(=O)C2CCC(=O)N(Cc3cccc(F)c3)C2)CC1 (configuration not stated) | 0.0 | -3.9 | 0.7 | -0.7
31 | CC(=O)OCc1c(-c2ccccc2)c2cc([N+](=O)[O-])ccc2n1C | 0.0 | 5.0 | -5.4 | -4.1
32 | CCOc1cc(CNCc2ccc3c(c2)OCO3)ccc1OC | 0.3 | -2.7 | -8.6 | 11.0

cpd | SIRT5 block | Cneo AK release | S100A4 MyoIIA | ERAP1 HTS inh
21 | -3.4 | 1.3 | 11.2 | 2.7
22 | . | -2.9 | . | .
23 | 1.3 | -1.9 | 4.5 | -3.3
24 | -1.7 | -0.7 | 4.4 | 0.5
25 | . | . | . | .
26 | -3.0 | 0.8 | -0.1 | -1.4
27 | -4.7 | 0.9 | 1.4 | -2.8
28 | -4.9 | . | 2.1 | -3.5
29 | 5.1 | -1.4 | 5.6 | -2.3
30 | 0.5 | -1.3 | 0.0 | 0.3
31 | -1.6 | 3.1 | -4.4 | -2.9
32 | -1.2 | -0.5 | -0.1 | -0.9

Compounds 20 to 29 of the list above:
cpd | molecule | XiGFP reactiv | LGR2 inh | PGC1a acetyl inh | C2C12 statin
20 | CC(C)NC(=O)CSc1nnc(-c2ccc(F)cc2)c2ccccc12 | 0.2 | 15.5 | . | .
21 | Cc1cn(CCOc2ccc(Cl)cc2)c(=O)[nH]c1=O | -0.1 | -5.8 | 9.7 | 16.2
22 | NC(=O)C1(N2CCCCC2)CCN(C2CC(=O)NC2=O)CC1 (configuration not stated) | . | 4.3 | -0.8 | 0.6
23 | COc1cccc(NC(=O)C[C@@H]2CC[C@@H]3[C@@H](COc4ccc(NC(=O)c5ccccc5F)cc4C(=O)N3C)O2)c1 | 0.0 | 27.2 | 0.2 | 6.4
24 | O=C(Nc1ccc(C(F)(F)F)cc1)N[C@H]1C=C[C@H](CC(=O)N2CCCCC2)O[C@@H]1CO | 0.4 | 14.3 | -0.5 | -7.5
25 | C[C@@H]1CN([C@@H](C)CO)C(=O)c2cc(Br)cnc2O[C@H]1CN(C)C(=O)C1CCC1 | -0.1 | 4.2 | -0.8 | 6.6
26 | NCCCCCc1cn([C@@H](CCC(=O)O)C(=O)NCCCCCCCCCCC(=O)N2CCNCC2)nn1 | -0.1 | -20.4 | 22.1 | -7.6
27 | CC1CCN(Cc2nc(Cl)c3c4c(sc3n2)CCC4)CC1 | 0.4 | -8.5 | . | .
28 | CNc1nc2c(Cl)cc(Cl)cc2s1 | 0.4 | -18.0 | . | .
29 | C[C@H](CO)N1C[C@H](C)[C@@H](CN(C)S(=O)(=O)c2ccc(Cl)cc2)Oc2c(NS(=O)(=O)c3cccs3)cccc2C1=O | -0.2 | -20.4 | 11.2 | 7.8

cpd | SIRT5 block | Cneo AK release | S100A4 MyoIIA | ERAP1 HTS inh
20 | -1.5 | . | 1.9 | -0.2
21 | -3.4 | 1.3 | 11.2 | 2.7
22 | . | -2.9 | . | .
23 | 1.3 | -1.9 | 4.5 | -3.3
24 | -1.7 | -0.7 | 4.4 | 0.5
25 | . | . | . | .
26 | -3.0 | 0.8 | -0.1 | -1.4
27 | -4.7 | 0.9 | 1.4 | -2.8
28 | -4.9 | . | 2.1 | -3.5
29 | 5.1 | -1.4 | 5.6 | -2.3
